Salmonella PhoP GFP – inhibitors of PhoP regulon expression, primary screen, Salmonella Typhimurium, GFP reporter (AID 1863); S. Typhimurium PhoP-regulated promoter GFP reporter, 4 h; higher % means a stronger effect; hit rate 0.16% among 300,000; one-dose inhibition, % at 50 µM; IC50 in µM for titrated hits;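 active = inhibition over 29.93%, a cutoff 3 SD above the screen mean, later confirmed by dose response; inconclusive = inhibition over 29.93% but no dose response follow-up; inactive = inhibition at most 29.93% or unconfirmed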;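 note: 0% = low Mg2+ inducing control and 100% = high Mg2+ repressing control; strong numbers were not always called active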
RSV CPE inhibition – RSV antiviral activity via CPE protection, HEp-2 cells, primary 10 µM value included (AID 2391); hit rate 0.13% among 310,000; HEp-2 cells, RSV-induced CPE inhibition; higher % means a stronger effect; one-dose CPE inhibition, % at 10 µM; IC50 in µM for titrated hits; in the data active = a potency from the dose series; inconclusive = CPE inhibition mostly from about 23% at the one dose, without a potency; inactive = the rest, 99 in 100 with CPE inhibition below about 21%; note: strong numbers were not always called active
WT yeast gro inh – growth inhibition of WT strain, primary screen, mitochondrial fusion inhibitor project, WT and mutant strains, chemical genetic | mitochondrial fusion phenotypic screen | inhibition, % at 10 µM | hit rate 2.1% among 190,000; in the data active = inhibition above about 58%; tested in S. cerevisiae
PMI inhibition – human PMI inhibitors, high substrate, primary screen, biochemical, fluorescence intensity, high mannose 6-phosphate (AID 1220); Mannose-6-phosphate isomerase (Homo sapiens); recombinant PMI enzyme, coupled fluorescence intensity; higher % means a stronger effect; inhibition, % at 20 µM; hits with a dose series show IC50 in µM; hit rate 0.66% among 190,000
PMI inhibitors – inhibitors of human PMI, primary screen, biochemical, fluorescence intensity, coupled assay (AID 1209); purified PMI enzyme, coupled fluorescence intensity; higher % means a stronger effect; inhibition, % at 20 µM; hits with a dose series show IC50 in µM; Mannose-6-phosphate isomerase (Homo sapiens); hit rate 0.42% among 190,000;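 note: plate controls were DMSO vehicle for no effect and wells lacking substrate for full effect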
XIAP antagonists – XIAP antagonists, biochemical, IAP family, fluorescence polarization (AID 1018) | XIAP BIR domain, fluorescence polarization peptide displacement; higher % means a stronger effect | displacement, % at 20 µM, or IC50 in µM where a hit was titrated | hit rate 0.007% among 200,000; in the data active = displacement above about 50%; note: a part of the inactive calls stands beside numbers as strong as those of hits
Myeloid diff 2 – induction of myeloid progenitor differentiation, primary screen, cell-based, flow cytometry, MLPCN library; ER-HoxA9 myeloid progenitors, lysozyme-GFP differentiation; hit rate 1% among 360,000; calls only at 10 µM;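 active = normalized GFP-positive differentiation at or above the plate's own cutoff, the solvent-only control mean plus 3 SD; inconclusive = no clear call, values can overlap the other calls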;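 note: cells exposed to compound for four days before flow analysis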
SIAH1 antagonists – Siah-1 peptide-binding antagonists, primary screen, biochemical, fluorescence polarization, rhodamine-plectin, uHTS (AID 1817); Siah-1 / rhodamine-plectin peptide fluorescence polarization; higher % means a stronger effect; displacement, % at 20 µM; hits with a dose series show IC50 in µM; E3 ubiquitin-protein ligase SIAH1 (Homo sapiens); hit rate 0.02% among 290,000;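 active = displacement of at least 50% at 20 µM, with a fluorescence ratio check between 0.3 and a set limit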;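 note: plate controls were Siah plus tracer with DMSO for no effect and tracer alone without Siah for full effect; strong numbers were not always called active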
TNAP activation fold – human TNAP enzyme activators, primary screen, biochemical, luminescent, no phosphate acceptor, uHTS (AID 1001). Alkaline phosphatase, tissue-nonspecific isozyme (Homo sapiens). purified TNAP, luminescent activation assay, no phosphate acceptor; higher activation fold means a stronger effect. activation fold at 20 µM; hits with a dose series show EC50 in µM. hit rate 0.03% among 200,000; in the data active = activation fold from about 3, or a potency from the dose series; inactive = the rest, 99 in 100 with activation fold below about 1.6; note: many of its hits are not listed in these tables
WT yeast gro inh mutant strain – also measured in WT yeast gro inh; calls as there; inhibition, %; mitochondrial fusion phenotypic screen, mutant strain inhibition
Myeloid diff 2 GFP+ MAC1+ % – further read-out of Myeloid diff 2, marked with its call; GFP+ MAC1+ double positive, %; measured here: differentiation confirmed by MAC1 staining
Numbers without * were called inactive; i = inactive; ? = inconclusive; . = not tested or not shown. Cut-off read from the data, not from the text of the source, unless noted: active = inhibition above about 50%; inactive = the rest.

Values run as follows: Salmonella PhoP GFP	RSV CPE inhibition	WT yeast gro inh	WT yeast gro inh mutant strain	PMI inhibition	PMI inhibitors	XIAP antagonists	Myeloid diff 2	Myeloid diff 2 GFP+ MAC1+ %	SIAH1 antagonists	TNAP activation fold
Cc1ccc(C(=O)O/N=C/c2ccc3c(c2)OCO3)cc1
  6%	2.2%	19	12	0%	-1%	-15%	i	0.4	6%	1.1
CC(C)C[C@H](NC(=O)OC(C)(C)C)C(=O)N1CCC(C(=O)N[C@@H](Cc2ccccc2)C(=O)O)CC1
  2%	1.3%	-1	-6	-24%	-19%	-4.0%	i	14	2%	1.1
CN(Cc1ccccc1)C(=S)NC(=O)c1ccccc1
  -3%	-2.2%	24	41	-10%	-9%	-2.2%	i	0.5	8%	1.1
O=C(NCc1csc(-c2ccccc2)n1)c1ccco1
  5%	1.9%	-5	-2	5%	7%	-18%	i	0.7	1%	1.1
COC(=O)c1ccc(NC(=O)c2ccccc2N(C)S(C)(=O)=O)cc1
  -7%	2.1%	5	2	7%	10%	-2.3%	i	0.8	-2%	1.1
CCCNC(=O)C(C)n1c2ccccc2c2nc(=O)cc(C)n21 (stereo not given)
  5%	.	5	-2	2%	-4%	-0.5%	.	.	4%	1.2
Cc1ccc(S(=O)(=O)N(C)C)cc1NC(=O)COC(=O)/C=C/c1ccc2c(c1)OCO2
  -1%	0.3%	3	7	-4%	-15%	-5.3%	i	1.1	0%	1.1
O=C(O)c1ccc(Cl)c(NC(=S)NC(=O)c2cccc(COc3ccccc3)c2)c1
  1%	11%	.	.	.	.	.	i	1.9	2%	.
COc1cc(OC)c(-c2nnc(-c3ccc(OC)c(OC)c3OC)o2)cc1OC
  1%	1.9%	23	-6	4%	7%	-3.8%	i	0.2	-2%	1.1
CCCCNC(=O)N1CCc2ccccc2C1
  -2%	0.4%	-18	-11	-11%	-8%	-2.6%	i	0.5	6%	1.1
CC(=O)c1cc2c(cc1NC(=O)CCNC(=O)c1ccccc1Cl)OCO2
  0%	-0.6%	-12	0	4%	8%	-1.8%	i	1.4	-1%	1.1
COc1ccc(C(=S)N2CCCCCC2)cc1
  -11%	1.1%	6	-3	3%	7%	-3.9%	i	0.9	10%	1.1
CN1CCN(CC(=O)N2c3ccccc3C(C)(c3ccc(Cl)cc3)CC2(C)C)CC1 (stereo not given)
  -2%	-1.8%	19	28	0%	-1%	-5.5%	i	0.4	0%	1.1
Cc1nc(S(=O)(=O)c2ccc(Br)cc2)nc2c1CCC2
  -2%	2.6%	-4	7	-2%	3%	-1.5%	i	0.4	-1%	1.1
CN(CC(=O)Nc1ccncc1)S(=O)(=O)c1ccccc1
  12%	2.3%	0	-11	-3%	3%	-0.9%	i	1.7	10%	1
CC12CC(NC(=O)N1c1cccc(C(=O)NCc3ccc4c(c3)OCO4)c1)c1cc(Cl)ccc1O2 (stereo not given)
  -10%	17%	10	34	10%	18%	-6.8%	i	1.4	-3%	1.2
CCOC(=O)c1c(C)c(C(=O)Nc2ccc3c(c2)OCCO3)c(C)n1C
  -1%	-0.5%	28	3	5%	10%	-3.1%	i	0.8	-3%	1.1
Cc1onc(-c2ccccc2Cl)c1C(=O)Nc1nc2ccc(S(C)(=O)=O)cc2s1
  -10%	9.5%	-10	5	-1%	-1%	-2.8%	i	0.6	4%	1
CCOC(=O)c1cnn(-c2ccccc2)c1NC(=O)CN1CCOCC1
  -2%	2.4%	.	.	.	.	.	i	0.9	2%	.
Cc1ccc(C)c(NC(=O)CCN2CCCCC2)c1
  7%	-0.3%	.	.	.	.	.	i	1.0	-4%	.
O=C(O)c1ccc(/C=N/NC(=O)C2CC2(c2ccccc2)c2ccccc2)cc1 (stereo not given)
  12%	4.8%	5	-2	0%	0%	-7.3%	.	.	-2%	1.1
Cc1ccc(NC(=O)CSc2nnc(-c3ccoc3C)n2CCCN(C)C)cc1Cl
  -5%	0.1%	.	.	.	.	.	i	0.5	0%	.
Clc1cccc(Cl)c1CSc1nnc2ccccn12
  16%	3.7%	15	3	0%	8%	-4.1%	i	0.6	0%	1.1
COC(=O)c1cn(NC(=O)c2ccncc2)c(=O)c2ccccc12
  27%	3.6%	11	4	0%	8%	-4.8%	i	0.6	1%	1.1
COc1ccc(OC)c(C2SCCN2S(=O)(=O)c2cccc(C(F)(F)F)c2)c1 (stereo not given)
  5%	15%	19	-1	17%	20%	-2.4%	i	1.7	1%	1.1
O=C(Nc1cccnc1Cl)c1cc2c(s1)-c1ccccc1OC2
  -9%	7.5%	.	.	.	.	.	i	1.7	10%	.
Cc1nnc(NC(=O)CSc2nnc(CC(=O)Nc3ccccc3F)n2C)s1
  -6%	1.0%	.	.	.	.	.	i	0.6	-2%	.
CCC(C)[C@H](NC(=O)Nc1ccc2c(c1)OCCO2)C(=O)O (stereo not given in full)
  -18%	0.0%	-10	14	2%	-3%	-5.5%	i	4.2	4%	1.1
COc1cccc(-n2nnc3c(=O)n(CC(=O)N4CCC(C)CC4)cnc32)c1
  4%	4.0%	-12	4	0%	-1%	-10%	i	7.7	2%	1.1
CC(=O)c1cc(F)c(N2CCN(C(=O)COc3ccccc3F)CC2)cc1C
  4%	4.2%	-5	-1	6%	11%	-0.4%	i	1.5	2%	1.1
Cc1ccc(OCC(=O)Nc2ccc(N3CCN(S(C)(=O)=O)CC3)cc2)cc1C
  -6%	0.0%	0	-18	6%	-4%	-5.4%	i	0.4	3%	1.1
COc1ccc(-c2cc(C(F)F)n3ncc(C(=O)N4CCCc5ccccc54)c3n2)cc1
  -10%	1.8%	6	2	-1%	5%	-3.1%	i	0.5	18%	1
O=C(Nc1ncc(Cc2cccc(Cl)c2Cl)s1)C1CCCO1 (stereo not given)
  2%	?	13	6	.	.	-4.7%	i	0.4	5%	1
Cc1[nH]c2ccc(OC(F)(F)F)cc2c1CCN1C(=O)c2ccc(C(=O)O)cc2C1=O
  1%	2.7%	.	.	.	.	.	i	0.6	3%	.
CCn1c(CNC(=O)c2cccc(C)c2)nc2ccccc21
  35%	0.6%	16	8	1%	9%	-4.0%	i	1.7	0%	1
C=C(C)Cn1c(SCC(=O)N/N=C/c2ccccc2OCC(=O)O)nnc1-c1ccc(Br)cc1
  2%	0.3%	.	.	.	.	.	i	0.2	-3%	.
N#Cc1cnn(-c2nc(SCc3ccccc3)nc3sc4c(c23)CCCC4)c1N
  0%	0.5%	3	-6	9%	11%	-0.4%	i	1.0	2%	1
Cc1cc(C)nc(SCCn2c(N3CC(C)OC(C)C3)nc3c2c(=O)n(C)c(=O)n3C)n1 (stereo not given)
  4%	0.8%	-4	-4	-8%	-9%	-4.0%	i	0.4	-2%	1
CC(=O)c1cccc(S(=O)(=O)Nc2ccc3nc(C)sc3c2)c1
  -2%	-1.0%	13	-3	0%	-19%	-8.1%	i	0.8	0%	1.1
Cc1ccccc1-c1nc(CS(=O)(=O)CC(=O)NCCc2ccccc2)c(C)o1
  5%	10%	.	.	.	.	.	i	1.0	-3%	.

Sorted by value in XIAP antagonists (ascending): 3 of the compounds above.
SMILES	XIAP antagonists
CC(=O)c1cccc(S(=O)(=O)Nc2ccc3nc(C)sc3c2)c1	-8.1%
CCC(C)[C@H](NC(=O)Nc1ccc2c(c1)OCCO2)C(=O)O (stereo not given in full)	-5.5%
CC(=O)c1cc2c(cc1NC(=O)CCNC(=O)c1ccccc1Cl)OCO2	-1.8%

Additional results.
Values run as follows: Salmonella PhoP GFP	RSV CPE inhibition	WT yeast gro inh	WT yeast gro inh mutant strain	PMI inhibition	PMI inhibitors	XIAP antagonists	Myeloid diff 2	Myeloid diff 2 GFP+ MAC1+ %	SIAH1 antagonists	TNAP activation fold
NC(=O)NC(=O)COC(=O)/C=C/c1cccc(Br)c1
  -1%	0.8%	-10	-9	4%	3%	-8.0%	i	0.1	10%	1.1
Cc1cc(C(=O)COC(=O)C2CC2)c(C)n1-c1ccc(F)cc1
  11%	14%	22	22	8%	13%	-3.9%	i	0.1	15%	1
COC(=O)CN1C(=O)C(O)=C(C(C)=O)C1c1ccc([N+](=O)[O-])cc1 (stereo not given)
  13%	3.5%	-12	-2	-3%	-10%	0.0%	i	2.2	1%	1.1
N#CCOC(=O)/C=C/c1ccc2c(c1)OCO2
  -6%	1.0%	-13	12	7%	9%	-8.5%	i	0.2	-4%	1.1
CC(Sc1nnc(COc2ccccc2)n1Cc1ccccc1)C(=O)O (stereo not given)
  .	1.8%	-11	-8	-9%	-11%	-7.7%	i	0.4	4%	1
O=C(C1CCN(c2ncnc3c2nc2n3CCCCC2)CC1)N1CCN(c2cccc(Cl)c2)CC1
  4%	2.7%	.	.	.	.	.	i	0.6	8%	.
Cc1ccc(NC(=O)N2CCN(S(=O)(=O)c3ccccc3)CC2)cc1
  6%	-0.9%	16	-2	-5%	-2%	-1.6%	i	0.6	5%	1.1
Cc1nn(C)c(NC(=O)c2ccccc2Cl)c1Br
  2%	-0.5%	.	.	.	.	.	i	0.3	0%	.
Cc1ccc(C)c(N2CCN(CCCc3ccccc3)CC2)c1
  12%	2.1%	.	.	.	.	.	i	1.0	5%	.
CC1(C)C2CCC1(CS(=O)(=O)NCc1ccc(C(=O)O)cc1)C(=O)C2 (stereo not given)
  -7%	-0.5%	-5	-23	3%	6%	-4.5%	i	1.0	3%	1.1
CCCCc1n[nH]c2c1C(=O)CC(C)(C)C2
  -4%	1.1%	-11	-2	1%	3%	-1.2%	i	1.1	0%	0.1
Cc1cccc(NC(=O)c2ccc(CN3CCN(Cc4ccccc4)CC3)cc2)c1
  -1%	-0.7%	8	-9	4%	1%	-4.2%	i	1.0	-6%	1.1
COc1cccc(Nc2ncnc3onc(-c4ccccc4OC)c23)c1
  4%	1.2%	.	.	.	.	.	i	1.7	-3%	.
CCC(=O)Nc1cccc(SC)c1
  0%	1.5%	-17	-16	12%	6%	-4.5%	i	0.3	0%	1
CCN(CC)S(=O)(=O)c1ccc(C)c(NC(=S)N2CCN(C/C=C/c3ccccc3)CC2)c1
  -1%	-1.6%	18	5	12%	11%	-4.6%	i	0.1	0%	1.1
CN(C)CC(C)(C)NS(=O)(=O)c1ccc(Cl)cc1
  4%	-1.5%	-1	-11	9%	-8%	-1.4%	i	1.9	-3%	1
Cc1ccsc1C(=O)NC(C)c1ccc2c(c1)OCO2 (stereo not given)
  -3%	-0.1%	-2	-26	-9%	-2%	-4.5%	i	1.0	11%	1
COc1cccc(C(=O)Nc2c(C)n[nH]c2C)c1
  3%	-0.1%	10	1	11%	17%	-8.8%	i	5.1	0%	1.1

High-throughput results from PubChem.
